NPY1 pot ag: NPY-Y1 receptor potentiators or agonists, primary screen, cell-based | Neuropeptide Y receptor type 1 (Homo sapiens), P25929 | NPY-Y1 expressing cells, potentiator/agonist activation | activation, % at 3.6 µM | 0.37% of 220,000 active; in the data active = activation above about 33%, passing the limit was not always enough;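 also: cells stimulated with NPY at EC10 then isoproterenol at EC100; 0% = low agonist plus stimulus and 100% = saturating agonist plus stimulus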
p97 ATPase inh: inhibitors of human p97 ATPase, primary screen, biochemical | Transitional endoplasmic reticulum ATPase (Homo sapiens), P55072 | recombinant p97 ATPase, Kinase-Glo ATP luminescence, 3 h | inhibition, % at 8 µM | 0.42% of 220,000 active | AID 1481, 2009; in the data active = inhibition above about 15%;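 also: 0% = DMSO vehicle and 100% = wells lacking enzyme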
S1P4 antag: S1P4 receptor antagonists, primary screen, cell-based. inhibition, % at 4.98 µM. S1P4-expressing cells, antagonist mode, reporter read-out. 0.26% of 220,000 active. Sphingosine 1-phosphate receptor 4 (Homo sapiens), O95977; in the data active = inhibition above about 29%;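 also: 0% = wells stimulated with agonist and 100% = vehicle wells without agonist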
Target sequence (O95977 whole entry, looked up): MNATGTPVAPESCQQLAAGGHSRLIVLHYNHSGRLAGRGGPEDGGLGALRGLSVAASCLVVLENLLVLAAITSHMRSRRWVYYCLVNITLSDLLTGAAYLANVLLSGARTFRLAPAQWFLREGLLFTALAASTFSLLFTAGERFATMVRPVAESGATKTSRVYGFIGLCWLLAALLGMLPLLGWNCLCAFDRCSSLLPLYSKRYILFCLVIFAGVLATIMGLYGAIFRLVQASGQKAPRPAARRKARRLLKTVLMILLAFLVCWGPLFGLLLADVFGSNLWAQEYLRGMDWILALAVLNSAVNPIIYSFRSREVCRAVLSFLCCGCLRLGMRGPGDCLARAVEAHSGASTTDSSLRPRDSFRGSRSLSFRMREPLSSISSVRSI
PGE2 EP2 inh: human EP2 receptor antagonists, primary screen, TR-FRET cAMP, C6 glioma cells; 0.52% of 260,000 active; inhibition, % at 25 µM; Prostaglandin E2 receptor EP2 subtype (Homo sapiens), P43116; AID 1422, 2008; C6 glioma cells expressing human EP2; cells stimulated with saturating PGE2;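 active = percent inhibition above 40 after rounding to a whole number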;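 also: rat C6 glioma host cells with rolipram phosphodiesterase inhibitor present; the protocol text gives 20 µM as final concentration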
eIF4E-4G inh: eIF4E–eIF4G protein interaction inhibitors, primary screen, biochemical, uHTS, TR-FRET, eIF4GI fragment | TR-FRET eIF4E-eIF4GI(517-606) binding, 2 h | inhibition, % at 21.7 µM | 0.37% of 220,000 active | AID 782, 2007;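 active = inhibition above about 30%, limit read from the data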;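 also: 0% = full FRET control wells and 100% = background wells lacking eIF4GI fragment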
NPY-Y1 antag: NPY-Y1 receptor antagonists, primary screen, cell-based; AID 1040, 2008; Neuropeptide Y receptor type 1 (Homo sapiens), P25929; 1% of 200,000 active; HEK293-CNG Y1 cells, membrane potential fluorescence; NPY at EC95, then isoproterenol; inhibition, % at 3.6 µM;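 active = inhibition above the campaign mean inhibition of all tested compounds plus 3 SD, cut at about 20% in these data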;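 also: 0% = DMSO wells given NPY plus isoproterenol and 100% = isoproterenol alone without NPY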
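Material: HEK293 Y1/CNG channel cell line | Also added: NPY (25 nM), isoproterenol (1 µM), Ro 20-1724 (25 µM) | Compound: One concentration, 3.6 µM, in 0.4% DMSO | Schedule: 3 h dye uptake, 1 h room-temperature compound, 45 min post-isoproterenol | Signal: Membrane-potential fluorescent dye readout | Read-out: % inhibition of NPY effect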
EP2 mod: EP2 receptor modulators, cAMP readout, primary screen, cell-based, HTRF cAMP, PGE2 stimulation | Prostaglandin E2 receptor EP2 subtype (Homo sapiens), P43116 | AID 940, 2007 | 0.83% of 260,000 active | induction, % at 25 µM | EP2-expressing cells, cAMP HTRF FRET, PGE2 co-stimulation;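 active = compounds whose cAMP rise, as percent of the full-agonist control response, exceeds 60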;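 also: rat C6 glioma line stably carrying human EP2 under a CMV promoter; the protocol text gives 20 µM as final concentration; 100% = response of wells given 1 µM PGE2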
NPY-Y2 PAM-ag: NPY-Y2 potentiators or agonists, primary screen, cell-based; Neuropeptide Y receptor type 2 (Homo sapiens), P49146; cells expressing NPY-Y2, potentiator/agonist read-out; activation, % at 3.6 µM; 0.45% of 220,000 active; AID 1359, 2008; in the data active = activation above about 27%;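 also: cells stimulated with NPY near EC25 plus isoproterenol at EC100; 0% = vehicle plus submaximal agonist and 100% = vehicle plus saturating agonist; some results beyond the cut were filed as inactive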
Target sequence (P49146 whole entry, looked up): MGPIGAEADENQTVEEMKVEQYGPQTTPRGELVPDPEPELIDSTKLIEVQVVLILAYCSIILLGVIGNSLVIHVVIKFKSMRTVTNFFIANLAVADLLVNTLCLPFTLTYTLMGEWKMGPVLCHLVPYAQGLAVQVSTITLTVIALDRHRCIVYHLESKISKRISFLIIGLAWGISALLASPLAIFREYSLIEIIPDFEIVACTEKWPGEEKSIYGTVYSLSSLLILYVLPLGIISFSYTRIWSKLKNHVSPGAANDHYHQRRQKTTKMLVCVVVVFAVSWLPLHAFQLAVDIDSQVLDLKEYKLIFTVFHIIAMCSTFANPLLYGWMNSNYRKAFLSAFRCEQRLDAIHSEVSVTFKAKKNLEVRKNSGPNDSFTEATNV
S1P4 agonist: S1P4 receptor agonists, primary screen, cell-based | AID 1509, 2009 | 0.35% of 220,000 active | S1P4-expressing cell line, agonist reporter assay | activation, % at 4.98 µM | Sphingosine 1-phosphate receptor 4 (Homo sapiens), O95977; in the data active = activation above about 11%;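 also: 0% = DMSO vehicle and 100% = reference agonist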
The depositor's hits bear a star; / = not tested or not shown; & = joins results of further samples; [ ] = another dose, or the depositor's remark. These rows are one share of the data; count on the stated rates, not on these rows.

Under each structure – NPY-Y2 PAM-ag	NPY-Y1 antag	S1P4 agonist	p97 ATPase inh	PGE2 EP2 inh	eIF4E-4G inh	S1P4 antag	NPY1 pot ag	EP2 mod
> CC(C)CC(NC(=O)c1ccc(Cl)cc1)C(=O)OCC(=O)c1ccc2c(c1)NC(=O)CO2 (configuration not stated)
  1.8	-0.9	0.8	1.8	15.7	-19.1[fluorescence artefact?]	-18.4	-3.3	1.9
> O=C(NCN1CCCCC1)c1cnccn1
  -4.5	-6.4	0.4	-3.1	17.7	-3.5	-5.1	8.7	-6.0
> O=C(CCN1CCCC1)c1cccs1
  6.3	/	0.6	0.9	22.8	4.1	1.4	2.0	-28.1
> COc1ccc(C)cc1-n1nnnc1SCC(=O)NC(=O)NCc1ccco1
  -9.1	-1.8	4.9	0.9	-2.5	6.8	-22.8	-1.1	13.5
> Cc1cccc(OCC(=O)Nc2ccc3c(C)cc(=O)oc3c2)c1
  -2.0	4.5	0.9	6.2	2.0	0.4	2.9	6.0	6.4
> Cc1ccccc1C(=O)NNC(=O)Cc1ccccc1
  10.8	8.5	0.4	2.1	-3.2	-1.0[fluorescence artefact?]	-1.6	14.5	25.3
> COc1ccc(C2=Nn3c(nnc3-c3cc(C)[nH]n3)SC2)cc1
  -8.8	/	-0.1	4.7	2.3	-4.3	-11.5	-9.2	5.8
> NCCCC[C@H](NC(=O)C1CCNCC1)c1nnc(CN)o1
  0.4	-4.7	1.0	3.0	8.0	-2.2	-13.2	5.9	11.0
> CSCCC1NC2(C(=O)Nc3ccc(Cl)cc32)[C@@H]2C(=O)N(C3CCCC3)C(=O)[C@H]12 (some centres not stated)
  14.4	-2.2	1.4	-6.0	11.7	1.5	1.6	3.1	29.0
> O=C(O)c1ccc(/C=N/NC(=S)NC2CCCCC2)cc1
  0.8	-3.4	0.3	3.1	4.5	0.2	10.1	8.4	20.3
> CN(C)c1nc(N(C)C)nc(N(C#N)CCOc2ccccc2)n1
  -45.8	13.8	2.2	-8.3	3.6	-2.9	-1.2	-74.5	54.3
> CC(=O)n1cc(N(C(=O)CCl)c2ccc(C)cc2)c2ccccc21
  22.3	/	1.0	4.5	12.2	0.7	29.1*	25.9	9.3
> O=C(NCC(c1cccs1)N1CCOCC1)c1ccc(Cl)s1 (configuration not stated)
  3.7	2.5	0.4	3.4	10.0	3.8	2.5	-8.7	30.7
> CC(=O)NC1=C(N(C)C2CCS(=O)(=O)C2)C(=O)c2ccccc2C1=O (configuration not stated)
  -18.5	6.4	0.3	-0.9	6.5	3.9	-15.1	-21.9	3.8
> O=C(O)c1cccc(-n2cccc2/C=C2\NC(=O)N(Cc3ccc(F)cc3)C2=O)c1
  9.9	0.3	-0.5	2.5	10.1	11.4	-14.1	18.9	-9.6

Next section
Under each structure – NPY-Y2 PAM-ag	NPY-Y1 antag	S1P4 agonist	p97 ATPase inh	PGE2 EP2 inh	eIF4E-4G inh	S1P4 antag	NPY1 pot ag	EP2 mod
> Cc1ccc(CSc2nncn2-c2ccccn2)cc1
  -6.8	-1.4	0.4	-7.3	9.8	-2.2	0.1	-18.1	-38.9
> Nn1c(SCC(=O)NC(=O)NC2CCCC2)nnc1-c1ccccc1F
  -5.8	-11.2	-0.5	-2.6	6.5	-0.1	-2.5	-8.1	13.0
> CC(=O)N1N=C(c2ccco2)CC1c1cc2cc(C)ccc2nc1Cl (configuration not stated)
  0.4	/	-1.1	2.2	10.2	-1.3	-8.4	-20.2	14.4
> Cc1cnc([N+](=O)[O-])n1CCOC(=O)NC(=O)c1cccc(F)c1
  -0.1	3.2	0.0	5.4	6.7	3.2	-4.5	-4.9	-6.4
> COc1ccc(/C=N/N=C2/NC(=O)CC(C(=O)O)S2)cc1 (configuration not stated)
  6.0	3.8	0.9	3.8	5.5	-1.2[fluorescence artefact?]	-3.5	-7.1	22.7
> CC(=O)Nc1nnc(SCC(=O)NC(C)(C)C)s1
  6.2	-2.0	-0.7	5.3	5.9	-7.6[fluorescence artefact?]	-0.2	33.6	11.7
> CCN1CCSc2ccc(C(=O)Nc3ccc(NC(C)=O)cc3)cc21
  13.8	-5.5	0.8	7.7	13.9	4.4	-3.4	19.6	-28.5
> CCn1c2ccccc2c2cc(NC(=O)c3cc(C)on3)ccc21
  6.8	3.6	-1.6	3.8	0.3	-1.3	-12.9	13.1	22.8
> CC(=O)Nc1ccc(NC(=O)CSc2nnc(CNc3ccc(F)cc3)n2CC2CCCO2)cc1 (configuration not stated)
  6.5	-3.5	1.5	3.9	5.6	-0.4	6.2	12.1	3.4
> CCOC(=O)CCCNC(=O)COC(=O)c1cc2ccccc2cc1O
  -36.0	4.2	1.4	1.4	6.7	1.1	7.8	-36.7	19.5
> OC1CCN(Cc2cn(Cc3ccccc3)nc2-c2cc3ccccc3o2)CC1
  -16.4	1.4	0.0	-5.2	9.3	2.1	5.1	0.1	-17.2
> O=C(O)c1ccn(COc2ccc(Br)cc2)n1
  -10.2	-0.2	2.4	1.2	6.4	-2.8	3.8	21.1	17.5
> CCOc1ccc(CCNC(=O)C2CC(=O)N(C3CCCC3)C2)cc1OCC (configuration not stated)
  -0.8	-4.9	0.3	3.9	5.6	2.8	-19.0	-3.4	20.5
> CC(C)N(C(=O)CSc1nnc(Cc2ccc3c(c2)OCO3)n1C)C(C)C
  -2.5	-0.3	1.7	5.7	9.5	-0.9	1.2	6.1	20.1
> O=C(CNCC1CCCO1)Nc1ccc([N+](=O)[O-])cc1C(=O)Nc1ccccc1F (configuration not stated)
  8.3	1.0	1.9	0.8	9.6	1.3	-6.4	3.4	-1.9

Single values from the results shown:
Value of CCN1CCSc2ccc(C(=O)Nc3ccc(NC(C)=O)cc3)cc21 in NPY-Y1 antag: -5.5
Value of CCOC(=O)CCCNC(=O)COC(=O)c1cc2ccccc2cc1O in NPY-Y2 PAM-ag: -36.0

Part of the list above, limited to S1P4 agonist and PGE2 EP2 inh:
mol | S1P4 agonist | PGE2 EP2 inh
COc1ccc(/C=N/N=C2/NC(=O)CC(C(=O)O)S2)cc1 (configuration not stated) | 0.9 | 5.5
CC(=O)Nc1nnc(SCC(=O)NC(C)(C)C)s1 | -0.7 | 5.9
CCN1CCSc2ccc(C(=O)Nc3ccc(NC(C)=O)cc3)cc21 | 0.8 | 13.9
CCn1c2ccccc2c2cc(NC(=O)c3cc(C)on3)ccc21 | -1.6 | 0.3
CC(=O)Nc1ccc(NC(=O)CSc2nnc(CNc3ccc(F)cc3)n2CC2CCCO2)cc1 (configuration not stated) | 1.5 | 5.6

The listing picks up, repeating the two entries before the break.
Under each structure – NPY-Y2 PAM-ag	NPY-Y1 antag	S1P4 agonist	p97 ATPase inh	PGE2 EP2 inh	eIF4E-4G inh	S1P4 antag	NPY1 pot ag	EP2 mod
> CC(C)N(C(=O)CSc1nnc(Cc2ccc3c(c2)OCO3)n1C)C(C)C
  -2.5	-0.3	1.7	5.7	9.5	-0.9	1.2	6.1	20.1
> O=C(CNCC1CCCO1)Nc1ccc([N+](=O)[O-])cc1C(=O)Nc1ccccc1F (configuration not stated)
  8.3	1.0	1.9	0.8	9.6	1.3	-6.4	3.4	-1.9
> O=C1CN(C(=O)COC(=O)/C=C/c2ccc(S(=O)(=O)N3CCOCC3)cc2)c2ccccc2N1
  6.0	-3.9	3.1	6.6	3.7	-1.6	8.6	16.6	-9.6
> Cc1onc(-c2ccccc2)c1C(=O)N1CCN(c2ncccn2)CC1
  -5.0	5.3	-0.2	-6.7	7.9&10.0	-2.8	6.8	0.9	2.6&-8.6
> CCN(CC)S(=O)(=O)c1ccc(Cl)c(C(=O)Nc2nncs2)c1
  19.2	-9.3	1.0	1.1	11.7	-12.8	7.7	-2.7	14.2
> O=C(NCc1ccccc1)NCc1cccs1
  -3.6	-7.6	-1.0	-8.0	1.8	0.4	16.6	-3.3	-11.3
> CCOC(=O)c1c(C)[nH]c(C)c1C(=O)CSc1nc2ccccc2n1CCC#N
  -12.7	-1.6	0.3	6.1	5.0	0.2	-16.4	-26.5	-5.3
> N#CCCN1CCN(C2=NC(=O)/C(=C\c3cccs3)S2)CC1
  -3.2	4.0	0.1	3.3	16.6&2.1	-1.2	-8.8	-1.1	-19.4&-12.2
> O=[N+]([O-])c1ccc(N/N=C/c2ccc[nH]2)cc1
  19.2	-7.4	-0.9	1.4	14.8	3.5[fluorescence artefact?]	3.5	6.8	-62.8
> COc1ccc(C(=O)Nc2ccc(N3CCCC3)cc2)cc1
  -1.4	6.9	-0.8	5.2	10.6	/	-18.3	-0.9	-27.9
> CC1=CC2=NC(=O)/C(=C\c3cn(C)c4ccccc34)C(=N)N2O1
  -20.4	11.0	2.8	0.5	3.6	-0.9	10.8	-22.2	-14.4
> COc1ccc(NS(=O)(=O)c2cc(NC(=O)C3CCCCC3)ccc2N2CCOCC2)cc1
  4.3	8.4	1.3	-1.1	2.4	-0.6	-3.6	-2.0	-27.8
> O=C(NCc1ccc2c(c1)OCO2)c1cccc([N+](=O)[O-])c1
  7.2	2.6	-5.1	1.9	4.3	3.1	4.9	10.2	16.6
> COc1cc(OC)c(NC(=O)CCNC(=O)Cn2cnc3ccccc3c2=O)cc1Cl
  -7.4	0.2	3.4	2.5	10.1	-3.2	-0.6	-5.6	6.9
> Cc1ccc(C(O)(c2ccccc2)c2ccccc2C(C)N(C)C)c(C)c1 (configuration not stated)
  -36.5	25.4*	1.4	4.4	9.9	-2.9	11.7	4.2	-7.3
> COc1ccc(OCCNC(=O)/C=C/c2ccccc2)cc1
  -4.9	11.3	2.0	2.8	-0.3	-0.9	-14.7	-8.9	-39.6
> CCOC(=O)C(C#N)C(c1cccnc1)c1c(C)[nH][nH]c1=O (configuration not stated)
  6.0	2.6	0.2	2.0	9.8&6.4	0.1[fluorescence artefact?]	-4.8	-14.6	20.1&4.8

(continued)
Under each structure – NPY-Y2 PAM-ag	NPY-Y1 antag	S1P4 agonist	p97 ATPase inh	PGE2 EP2 inh	eIF4E-4G inh	S1P4 antag	NPY1 pot ag	EP2 mod
> Cn1c(=O)c2c(ncn2CC(=O)N(Cc2ccccc2)c2ccccn2)n(C)c1=O
  16.1	4.6	-3.7	0.8	5.4&9.2	-2.9	0.3	2.7	8.6&26.3
> COc1ccc(CCNC(=O)C2CC(c3ccc([N+](=O)[O-])cc3)=NO2)cc1 (configuration not stated)
  -6.5	3.0	-0.4	-1.0	10.2	-1.0[fluorescence artefact?]	-2.5	-10.5	22.5
> Cc1ccc(F)c(NC(=O)/C(C#N)=C(\O)c2ccc(C(C)(C)C)cc2)c1
  22.2	-3.0	-0.4	6.4	8.1	2.0	-10.3	27.4	-62.0
> CCN1C(=O)CSc2ccc(C(=O)OC)cc21
  6.4	-0.7	2.2	4.4	3.4	-4.1	-3.5	-14.6	-2.9
> COc1ccc(CN2CCCC(CNC(=O)c3ccc(F)cc3)C2)c(C)c1C (configuration not stated)
  -30.5	15.1	-0.2	-4.4	8.8	0.9	-11.8	-8.9	-33.1

From PubChem
